VEEV TC-83 Vero = inhibitors of VEEV TC-83 cytopathic effect, confirmation, Vero cells (AID 588727) | 350,000 tested, 0.13% active | one-dose inhibition, % at 20 µM; IC50 in µM for titrated hits | Vero cells, VEEV TC-83 cytopathic effect inhibition; higher % means a stronger effect; in the data active = a potency from the dose series; inconclusive = inhibition mostly from about 14% at the one dose, without a potency; inactive = the rest, 99 in 100 with inhibition below about 12%; note: strong numbers were not always called active
M. tuberculosis HTS = M. tuberculosis growth inhibition, HTS (AID 449762) | M. tuberculosis H37Rv growth inhibition, 7H9 media; higher % means a stronger effect | 330,000 tested, 0.59% active | one-dose inhibition, % at 25 µM; IC50 in µM for titrated hits; in the data active = a potency from the dose series; inconclusive = inhibition above about 70% without an active follow-up result;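 note: bacterial growth assessed after seven days of incubation; strong numbers were not always called active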
M. tuberculosis = growth inhibition of non-replicating M. tuberculosis (AID 488890). Mycobacterium tuberculosis non-replicating, growth inhibition; higher % means a stronger effect. inhibition, % at 25 µM; hits with a dose series show IC50 in µM. 320,000 tested, 0.39% active; in the data active = a potency from the dose series; inconclusive = inhibition mostly from about 82% at the one dose, without a potency; inactive = the rest, 99 in 100 with inhibition below about 76%;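 note: plate controls were DMSO cells for no effect and high antibiotic wells for full effect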
PhoP GFP inhibition = Inhibition of PhoP regulon, Salmonella typhi GFP reporter cells, confirmation, 4 h (AID 1850); inhibition, % at 50 µM; hits with a dose series show IC50 in µM; Salmonella Typhi PhoP-promoter GFP reporter, fluorescence, 4 h; higher % means a stronger effect; 310,000 tested, 0.33% active; in the data active = a potency from the dose series; inconclusive = inhibition mostly from about 25% at the one dose, without a potency; inactive = the rest, 99 in 100 with inhibition below about 19%;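 note: 0% = induced wells with vehicle and 100% = uninduced wells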
influenza NS1A = NS1A inhibition, H1N1 influenza, cell based functional assay (AID 504329). 340,000 tested, 0.3% active. one-dose inhibition, % at 12.5 µM; IC50 in µM for titrated hits. NS1A functional cell-based assay, percent inhibition; higher % means a stronger effect; in the data active = a potency from the dose series; inconclusive = inhibition above about 27% without an active follow-up result; note: strong numbers were not always called active
Numbers without * were called inactive; i = inactive; ? = inconclusive; / = no result given. This is a random part of the collection (roughly 1.4% active in at least one column).

SMILES	VEEV TC-83 Vero	M. tuberculosis HTS	M. tuberculosis	PhoP GFP inhibition	influenza NS1A
COC(=O)C1=C(C)n2cnnc2NC1c1ccc(Cl)cc1 (configuration not stated)	0.9%	-1%	-1%	-6%	-3%
CCc1ccc(-c2nnn(CC(=O)N(C3CCCC3)C3CCS(=O)(=O)C3)n2)cc1 (configuration not stated)	0.5%	-13%	-5%	/	2%
CNS(=O)(=O)c1cccc(C(=O)NC2CCCc3ccccc32)c1 (configuration not stated)	7.2%	-5%	-7%	0%	4%
O=CN1CCC(=O)N(Cc2ccccc2)c2ccccc21	1.2%	-12%	10%	-9%	0%
CC(C)c1ccc(NC(=O)COc2nnc(-c3cccs3)c(-c3cccs3)n2)cc1	0.2%	-10%	33%	2%	10%
Cc1ccc(S(=O)(=O)N(Cc2ccc(C(F)(F)F)cc2)C(=O)N2CCN(C)CC2)cc1	0.1%	1%	-4%	9%	-6%
Cc1ccc2c(CC(=O)NC3CCS(=O)(=O)C3)coc2c1C (configuration not stated)	4.8%	-1%	-4%	10%	5%
COc1cccc(C(=O)N2CCn3c2nc2ccccc23)c1	0.4%	-1%	-7%	5%	12%
CCCS(=O)(=O)N1CCN(Cc2ccc3c(c2)c2ccccc2n3CC)CC1	3.5%	-21%	36%	-7%	3%
C=CCN1c2ccccc2[C@]23C[C@@H](C(=O)OC)N=C2NC(C(=O)OC)=C(C(=O)OC)[C@H]13	3.1%	-1%	10%	5%	3%
CC(C)OC(=O)c1cc(NC(=S)Nc2ccc([N+](=O)[O-])cc2)cc(C(=O)OC(C)C)c1	0.1%	?	?	9%	-8%
Cc1cccc(N(Cc2cc3ccccc3[nH]c2=O)C(=O)c2cccs2)c1	2.3%	4%	-2%	-11%	-6%
CCCC(C)(C)NC(=O)CCCCC(=O)NC(C)(C)CCC	0.1%	-9%	-22%	1%	-1%
CN=C(Nc1ccccc1)SC1CC(=O)N(c2cccc(OC)c2)C1=O (configuration not stated)	0.3%	8%	8%	-4%	19%
CCOC(=O)C1=C(C)NC(C)=C(C(=O)OCC)C1C(=O)OCC(=O)c1ccc2c(c1)OCCO2	4.0%	6%	22%	10%	11%
COc1ccccc1COCC(O)CN1CCN(S(=O)(=O)c2cccc(F)c2)CC1 (configuration not stated)	5.4%	-15%	7%	/	-16%
Cn1c(=O)cc(OCC(=O)N2CCN(c3cccc(C(F)(F)F)c3)CC2)c2ccccc21	2.3%	3%	-6%	1%	0%
Cn1c(-c2ccc(F)cc2)cnc1NCc1cccc([N+](=O)[O-])c1	i	13%	44%	9%	-5%
Cc1nn(-c2ccccc2)c(N)c1C1(O)C(=O)N(C)c2ccccc21 (configuration not stated)	0.5%	-7%	-8%	-4%	23%
C[C@]12CC[C@@H]3c4ccc(O)c(O)c4CC[C@H]3[C@@H]1CC[C@@H]2O	7.5%	16%	34%	-18%	0%
O=C(NCCn1ccc2ccccc21)c1ccc2c(c1)OCO2	2.5%	5%	5%	-2%	30%
CCc1ccccc1NC(=O)C1CCCN1S(=O)(=O)c1ccc2c(c1)n(C)c(=O)c(=O)n2C (configuration not stated)	0.5%	4%	42%	-6%	-8%
Cn1c(=O)c2c(nc(OC3CCCCCC3)n2C)n(C)c1=O	8.7%	/	/	/	-15%
Cc1cccc(OCc2n[nH]c(=S)o2)c1C	0.3%	3%	-8%	0%	-2%
COc1cc(OC)cc(C(=O)OCn2nnc3ccccc3c2=O)c1	0.3%	6%	63%	-8%	3%
More compounds:
SMILES	VEEV TC-83 Vero	M. tuberculosis HTS	M. tuberculosis	PhoP GFP inhibition	influenza NS1A
CS(=O)(=O)c1ccccc1C(=O)N1CCN(Cc2ccccc2)CC1	0.7%	4%	10%	-3%	6%
Cc1nc2c(S(=O)(=O)c3ccccc3)cnn2c(C)c1C	0.3%	-5%	8%	11%	-5%
O=c1[nH]c(N/N=C\c2ccc(F)cc2)nc2ccccc12	4.0%	2%	26%	1%	-2%
CC(C)(C)c1ccc(C(=O)NCCc2ccccc2)cc1	2.4%	13%	-5%	3%	11%
O=C(CCCn1c(SCC(=O)c2ccc(O)c(O)c2)nc2ccccc2c1=O)NCC1CCCO1 (configuration not stated)	0.4%	0%	3%	-3%	-1%
CNC(=O)c1ccccc1S(=O)c1ccccc1COC(C)=O (configuration not stated)	2.0%	-7%	-5%	1%	1%
Cc1ccc(C(=O)CN(C(=O)c2ccc(Cl)cc2)N2C(=O)c3ccccc3C2=O)cc1	i	2%	11%	-7%	4%
c1ccc(-c2cnc(-c3ccccn3)nn2)cc1	2.8%	3%	58%	-1%	19µM*
COc1cccc(C(C(=O)NC2CCCC2)N(C(=O)c2ccco2)c2ccc(NC(C)=O)cc2)c1OC (configuration not stated)	i	-5%	8%	2%	2%
CC1CCC2CCCCC2N1C(=O)c1cc([N+](=O)[O-])cc([N+](=O)[O-])c1 (configuration not stated)	i	?	4%	-8%	-2%
COc1ccc(C2CC(=O)Oc3c(C(CCN4CCN(c5ccccc5)CC4)c4ccc(N(C)C)cc4)c(OC)cc(OC)c32)cc1 (configuration not stated)	i	-4%	25%	-6%	16%
CCOc1ccc(OCCOC(=O)CNC(=O)c2ccc(Cl)cc2Cl)cc1	1.3%	?	63%	8%	-13%
Cc1ccccc1Oc1ncccc1C(=O)/C(C#N)=C/N(C)C	5.3%	8%	-3%	5%	-7%
C/C(=N\NC(=S)NC1CCCCC1)c1c(F)cccc1F	0.1%	?	14%	-23%	-2%
N#CC1C(C#N)N2CCCN2C1c1ccc(Cl)cc1 (configuration not stated)	0.8%	7%	13%	2%	0%
CCCn1c(SCc2cc(=O)oc3ccc4ccccc4c23)n[nH]c1=O	4.5%	-17%	26%	-3%	-13%
COc1ccc(-c2cn(CCO)nc2-c2ccc(OC)cc2)cc1	2.0%	8%	6%	-3%	-11%
O=C(NC1CCCc2ccccc21)c1cccc(S(=O)(=O)N2CCN(c3ccccc3)CC2)c1 (configuration not stated)	4.2%	5%	8%	-13%	4%
COc1ccc(NC(=S)NCc2ccco2)c(OC)c1	0.5%	-7%	16%	0%	-1%
CCCCN1C(=O)c2ccc(C(=O)Nc3c(N)n(CCCC)c(=O)n(C)c3=O)cc2C1=O	0.0%	-2%	-5%	-5%	1%
Cc1ccc(/C(O)=C2\C(=O)C(=O)N(CCc3c[nH]c4ccccc34)C2c2cccnc2)cc1 (configuration not stated)	0.4%	-3%	24%	0%	-4%
O=C(Cn1cnc([N+](=O)[O-])n1)NC1CC1	2.8%	6%	-12%	12%	-15%
Cc1[nH]c2ccc(C(C)C)cc2c1CC(=O)O	1.8%	-3%	4%	0%	/
COc1ccc(NC(=O)/C(C#N)=C\c2cc(OC)c(OCc3ccc(C(=O)O)cc3)cc2Br)cc1	0.3%	10%	-16%	0%	6%
CCN(C(=O)COC(=O)CCC(=O)c1cccs1)c1c(N)n(Cc2ccccc2)c(=O)[nH]c1=O	1.8%	-8%	-2%	4%	-4%

Part of the list above, showing only M. tuberculosis HTS, M. tuberculosis and VEEV TC-83 Vero.
Compound	M. tuberculosis HTS	M. tuberculosis	VEEV TC-83 Vero
c1ccc(-c2cnc(-c3ccccn3)nn2)cc1	3%	58%	2.8%
COc1cccc(C(C(=O)NC2CCCC2)N(C(=O)c2ccco2)c2ccc(NC(C)=O)cc2)c1OC (configuration not stated)	-5%	8%	i
CC1CCC2CCCCC2N1C(=O)c1cc([N+](=O)[O-])cc([N+](=O)[O-])c1 (configuration not stated)	?	4%	i

Returning to the listing, starting 5 compounds before the break.
SMILES	VEEV TC-83 Vero	M. tuberculosis HTS	M. tuberculosis	PhoP GFP inhibition	influenza NS1A
Cc1ccc(/C(O)=C2\C(=O)C(=O)N(CCc3c[nH]c4ccccc34)C2c2cccnc2)cc1 (configuration not stated)	0.4%	-3%	24%	0%	-4%
O=C(Cn1cnc([N+](=O)[O-])n1)NC1CC1	2.8%	6%	-12%	12%	-15%
Cc1[nH]c2ccc(C(C)C)cc2c1CC(=O)O	1.8%	-3%	4%	0%	/
COc1ccc(NC(=O)/C(C#N)=C\c2cc(OC)c(OCc3ccc(C(=O)O)cc3)cc2Br)cc1	0.3%	10%	-16%	0%	6%
CCN(C(=O)COC(=O)CCC(=O)c1cccs1)c1c(N)n(Cc2ccccc2)c(=O)[nH]c1=O	1.8%	-8%	-2%	4%	-4%
CCOC(=O)Cc1csc(NC(=S)NC(=O)CC(C)C)n1	0.4%	2%	11%	0%	-15%
Cc1ccc2nnc(Cl)n2n1	i	-7%	/	-1%	-3%
N#C/C(=C/c1ccc(-c2ccc([N+](=O)[O-])cc2)o1)C(=O)Nc1nc(-c2cccs2)cs1	i	/	/	/	9%
Cc1cccc(OCC(=O)N(Cc2cccs2)C2CCS(=O)(=O)C2)c1C (configuration not stated)	2.9%	-10%	9%	-1%	0%
COc1cc(C(=O)N2CCN(S(=O)(=O)c3ccc(F)cc3)CC2)cc(OC)c1OC	0.6%	-5%	-7%	-5%	-6%
Cc1ccc(C(=O)NCCc2nnc3ccc(SCC(=O)Nc4cc(C)on4)nn23)cc1	i	-8%	4%	-16%	3%
O=C(CCNS(=O)(=O)c1ccccc1)N1CCN(c2ccccc2F)CC1	1.2%	-17%	-2%	-6%	-10%
CSc1cccc(NS(=O)(=O)c2ccccc2)c1	2.3%	6%	2%	-1%	3%
CC(=O)c1c(C)nc2ccccc2c1N	4.2%	-3%	-5%	5%	-21%
CCC1CCCCN1C(=O)CSc1nc2c([nH]c3ccccc32)c(=O)n1C (configuration not stated)	i	?	-6%	6%	4%
COc1ccc(NC(=O)C2CCCN(C(=O)c3ccc(Cl)cc3)C2)cc1S(=O)(=O)N(C)C (configuration not stated)	6.4%	-9%	-14%	/	-16%
Cc1cccc(OCCCC(=O)Nc2ccc(S(=O)(=O)Nc3ncccn3)cc2)c1C	1.7%	4%	19%	-8%	-5%
O=C(Cn1cccc1C(=O)c1ccccc1)NCCN1CCOCC1	0.1%	3%	-3%	-2%	4%
CC1Cc2cc(/C(O)=C3/C(=O)C(=O)N(CCCn4ccnc4)C3c3ccc(Br)cc3)ccc2O1 (configuration not stated)	0.3%	5%	24%	6%	4%
O=C(NC(Nc1nc2ccc([N+](=O)[O-])cc2s1)(C(F)(F)F)C(F)(F)F)c1ccccc1	?	?	?	-5%	8%
COc1ccccc1Nc1nc(-c2cccc(N3C(=O)c4ccccc4C3=O)c2)cs1	0.5%	-8%	21%	-3%	1%
c1cnn(Cc2cnc(N3CCOCC3)s2)c1	1.6%	-4%	-10%	-9%	0%
Cc1cc(C)c(NC(=O)c2cnn(C)c2)c(C)c1	0.9%	-4%	-3%	-4%	4%
CCOc1ccccc1N(C)S(=O)(=O)c1ccc2[nH]cc(C(=O)N(CCOC)CCOC)c(=O)c2c1	i	4%	-18%	5%	-10%
CC(C(=O)Nc1cccnc1)C1Sc2ccccc2NC1=O (configuration not stated)	i	2%	-14%	8%	10%
COc1ccc(C(C(=O)NC(C)(C)C)N(C(=O)CNC(=O)c2cccs2)c2ccc(C)cc2)cc1OC (configuration not stated)	i	5%	26%	12%	-5%
CC12CCC(C(=O)N(NC(=O)c3cccnc3)C1=O)C2(C)C (configuration not stated)	0.3%	-1%	-8%	-1%	-6%
Cn1c(=O)[nH]c(=O)c2c1nc(NCCCO)n2Cc1ccc(F)cc1	0.1%	2%	5%	-8%	-1%
Cc1ccc(-c2nn(C)c(=O)c3ccccc23)cc1CO	3.8%	3%	-5%	7%	3%
Cc1cccc(NC(=O)c2nc[nH]c2C(=O)N[C@@H](CCCCNC(=O)OC(C)(C)C)C(=O)OC(C)(C)C)c1	6.6%	8%	30%	9%	-21%
Cc1ccc(S(=O)(=O)CCC(=O)Oc2ccc(-c3nnco3)cc2)cc1	1.4%	1%	-7%	-8%	-6%
CC(/C=N/NC(=O)c1sc(N)nc1C)=C\c1ccccc1	0.9%	2%	-11%	-6%	5%
CCOC(=O)COc1c(OC)cc(Cl)cc1C1NC(=O)NC(C)=C1C(C)=O (configuration not stated)	0.6%	-2%	4%	-1%	-1%
CC(OC(=O)c1cccc(-n2cnnn2)c1)C(=O)Nc1ccc(F)cc1 (configuration not stated)	0.9%	-14%	17%	-15%	-7%
O=C(NCc1ccccc1Cl)C1CCCN1C(=O)NCc1ccccc1 (configuration not stated)	0.2%	-1%	-24%	4%	-2%

Full records, looked up by structure.
`CC(C)OC(=O)c1cc(NC(=S)Nc2ccc([N+](=O)[O-])cc2)cc(C(=O)OC(C)C)c1` across the screens: VEEV TC-83 Vero: 0.1%; M. tuberculosis HTS: ?; M. tuberculosis: ?; PhoP GFP inhibition: 9%; influenza NS1A: -8%
`CC(OC(=O)c1cccc(-n2cnnn2)c1)C(=O)Nc1ccc(F)cc1` (configuration not stated) across the screens: VEEV TC-83 Vero: 0.9%; M. tuberculosis HTS: -14%; M. tuberculosis: 17%; PhoP GFP inhibition: -15%; influenza NS1A: -7%

Screening results (PubChem)
